# Bioassay records deposited in PubChem by several laboratories.
# RGS7-Gao: modulates binding of RGS7 to human Galphao. P09471. Multiplexed bead flow cytometry; actives lie on both sides. binding response (% of control), % at 10 µM. hit rate 0.35% among 220,000. AID 1439; in the data active means binding response below about 49% or above about 150%; inconclusive means no clear call, values can overlap the other calls; inactive means in between;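 further: fluorescent Galphao held in activated GDP-AlF4 state binding bead-coupled RGS7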
# Bim-Bcl-W: inhibitors of Bim-Bcl-W interaction, human | Q92843 | bead-based flow cytometry, Bim peptide-Bcl-W binding | inhibition, % at 10 µM | hit rate 0.02% among 190,000 | AID 952;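 further: 0% = bound tracer without compound and 100% = peptide blocker; higher means less fluorescent Bim peptide bound to Bcl-W beads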
# Target sequence (Q92843 whole entry, looked up): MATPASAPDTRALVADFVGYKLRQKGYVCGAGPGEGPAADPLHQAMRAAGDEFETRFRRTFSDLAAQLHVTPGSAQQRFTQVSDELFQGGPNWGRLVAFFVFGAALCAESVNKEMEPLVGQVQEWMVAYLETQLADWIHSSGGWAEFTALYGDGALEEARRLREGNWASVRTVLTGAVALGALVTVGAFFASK
# Bcl-2 Bim block: human Bim-Bcl-2 interaction inhibition; Bead-based flow cytometry, Bim peptide-Bcl-2 binding; hit rate 0.06% among 190,000; P10415; AID 950; inhibition, % at 10 µM; in the data active means inhibition above about 40%; inconclusive means no clear call, values can overlap the other calls;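 further: 0% = no compound wells with probe peptide and 100% = reference peptide inhibitor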
# Target sequence (P10415 whole entry, looked up): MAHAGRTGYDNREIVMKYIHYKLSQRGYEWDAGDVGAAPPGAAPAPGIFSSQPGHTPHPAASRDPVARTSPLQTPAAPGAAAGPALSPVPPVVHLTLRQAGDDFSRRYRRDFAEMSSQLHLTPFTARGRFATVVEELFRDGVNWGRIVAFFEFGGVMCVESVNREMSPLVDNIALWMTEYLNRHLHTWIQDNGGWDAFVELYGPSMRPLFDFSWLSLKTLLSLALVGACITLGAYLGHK
# Mcl-1 Bim block: disrupts Bim peptide binding to human Mcl-1; Bead-based flow cytometry, Bim peptide-Mcl-1 binding; inhibition, % at 10 µM; hit rate 0.1% among 190,000; AID 1009;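 further: 0% = no compound tracer wells and 100% = peptide blocker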
# Target sequence (Q07820 whole entry, looked up): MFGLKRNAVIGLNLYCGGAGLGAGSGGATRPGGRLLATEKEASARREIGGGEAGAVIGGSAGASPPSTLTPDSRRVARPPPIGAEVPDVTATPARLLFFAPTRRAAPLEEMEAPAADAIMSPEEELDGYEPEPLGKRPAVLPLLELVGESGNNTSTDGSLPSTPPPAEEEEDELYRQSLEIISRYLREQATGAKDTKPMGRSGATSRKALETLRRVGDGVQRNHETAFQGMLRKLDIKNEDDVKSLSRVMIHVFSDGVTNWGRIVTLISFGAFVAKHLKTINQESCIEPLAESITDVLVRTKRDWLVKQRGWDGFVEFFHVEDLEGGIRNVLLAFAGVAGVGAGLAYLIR
# Mcl1-Bid inh: Mcl-1/Bid interaction inhibition | Q07820 | AID 1021 | TR-FRET Mcl-1/Bid-Dy647 peptide binding, 1536-well | inhibition, % at 21.7 µM | hit rate 0.97% among 220,000;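 active means compounds that cut the binding signal by more than half at the single screening dose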;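 further: His-tagged Mcl-1 with europium anti-His antibody binding Bid BH3 peptide; 0% = Mcl-1 plus peptide wells and 100% = peptide-only wells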
# Bim-Bcl-B: inhibitors of Bim-Bcl-B interaction, human | Q9HD36 | bead-based flow cytometry, Bim peptide-Bcl-B binding | inhibition, % at 10 µM | hit rate 0.073% among 190,000;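 further: 0% = tracer peptide without compound and 100% = reference inhibitor peptide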
# Target sequence (Q9HD36 whole entry, looked up): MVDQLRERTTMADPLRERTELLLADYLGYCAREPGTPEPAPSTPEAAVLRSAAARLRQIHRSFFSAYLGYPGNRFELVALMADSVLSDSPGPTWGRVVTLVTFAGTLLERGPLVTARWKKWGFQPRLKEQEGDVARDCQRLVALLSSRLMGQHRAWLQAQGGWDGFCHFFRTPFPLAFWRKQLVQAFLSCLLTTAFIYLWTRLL
# Bim-Bcl-XL: inhibitors of Bim-Bcl-XL interaction, human. Bim peptide-Bcl-XL binding, bead flow cytometry, fluorescence. inhibition, % at 10 µM. hit rate 0.04% among 190,000. AID 1007
# Bfl-1 Bim block: inhibitors of Bim-Bfl-1 interaction, human. inhibition, % at 10 µM. AID 1008. Bead-based flow cytometry, Bim-Bfl-1 binding inhibition. hit rate 0.12% among 190,000;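 further: 0% = wells without compound plus tracer and 100% = blocker peptide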
# RGS4-Gao reg: modulates binding of RGS4 to human Galphao; P09471; Multiplexed bead flow cytometry; actives lie on both sides; binding response (% of control), % at 10 µM; hit rate 0.33% among 220,000; in the data active means binding response below about 49% or above about 150%; inactive means in between;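 further: fluorescent Galphao activated with aluminum fluoride binding bead-coupled RGS4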
# RGS8-Gao reg: regulators of human RGS8-Galphao interaction; P09471; multiplexed bead flow cytometry, RGS8-Galphao binding; actives lie on both sides; response (percent of control binding), % at 10 µM; hit rate 0.34% among 220,000; in the data active means response below about 60% or above about 140%; inactive means in between;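 further: Galphao activated as the GDP aluminium fluoride complex binding bead-coupled RGS8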
# Mcl1 Noxa PPI: Mcl-1/Noxa interaction inhibition. TR-FRET Mcl-1/Noxa peptide binding, 2 h. inhibition, % at 21.7 µM. hit rate 1.5% among 220,000. AID 1022;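 active means compounds that cut the protein-peptide binding signal by more than 50% relative to plate controls in a single-dose test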;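 further: His-tagged Mcl-1 with rhodamine Noxa BH3 peptide and terbium anti-His antibody; 0% = Mcl-1 plus Noxa peptide wells and 100% = peptide-only wells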
# Numbers without * were called inactive; ? = inconclusive; · = no result given. Unless noted, no stated cut-off is given here; in the data, active means inhibition above about 40%.
RGS7-Gao,RGS4-Gao reg,Bfl-1 Bim block,Mcl1-Bid inh,Bim-Bcl-W,Bim-Bcl-XL,Mcl-1 Bim block,RGS8-Gao reg,Mcl1 Noxa PPI,Bim-Bcl-B,Bcl-2 Bim block,Structure
102,100,-14,-21,0,-4,-2,102,14,-8,-10,Cc1cccc(NCc2nc(-c3ccccc3)no2)c1
116,116,-4,5,-2,-1,-7,109,3,-6,-3,C#CCNC(=O)C1=C[C@@H](c2ccc(C#C)cc2)[C@H](CCCO)[C@@H](OCC)O1
100,102,-7,15,1,-3,3,99,8,-6,-1,COc1ccc(-n2nnnc2-c2cn(C)nc2C(F)(F)F)cc1
105,100,-2,-30,1,2,2,101,16,0,2,Cc1cc(NC(=O)Nc2cccc(C)c2C)no1
102,98,2,-89,-3,-6,-6,100,-30,-18,-1,Cc1ccccc1C(=O)NNC(=S)NC(=O)c1cccnc1
108,106,-13,-3,1,-10,31,103,10,-5,-6,COc1ccc(F)c(C2C(C#N)=C(N)Oc3n[nH]c(C(C)(C)C)c32)c1 (configuration not stated)
99,95,0,-79,0,-1,0,93,15,1,-2,CC(C)=Nc1ccccc1C1COC(=O)C1=N (configuration not stated)
?,100,·,-22,·,·,·,100,3,·,·,COc1ccc2cc3c(N)nn(C(=O)c4ccc(F)cc4)c3nc2c1
104,102,-4,-43,-8,-4,9,99,3,-7,-2,O=C(NC(=S)N1CCOCC1)c1cc2ccccc2o1
97,100,-7,-14,-1,2,0,101,6,-7,-4,Cc1cc(C)n2nc(C(=O)NNC(=O)c3ccccc3)nc2n1
100,102,-9,-8,2,-4,-1,103,17,-3,-3,CCN1CCN(CC(=O)Nc2ccc3c(c2)OCCO3)C(=O)C1=O
?,100,-3,-13,-3,-2,1,102,3,-3,0,CCNC(=S)N1CCN(CC)CC1
98,100,-10,-7,0,-6,-2,103,-1,-8,-12,O=C(Cc1ccccc1)CC1(O)C(=O)Nc2ccccc21 (configuration not stated)
99,102,8,-2,-3,-4,4,96,-1,-1,3,O=[N+]([O-])c1cc(/C=N/O)ccc1N1CCCC1
104,106,-19,-26,-5,-6,-2,103,-2,-8,-11,O=C(NCC(=O)N(c1cnc2ccccc2c1)C(C(=O)NC1CCCC1)c1ccncc1)c1ccco1 (configuration not stated)
99,100,0,-13,-2,-3,0,100,-4,-1,2,CC(=O)NC(Cc1ccc(F)cc1)C(=O)O (configuration not stated)
101,100,-14,-3,-6,-10,-7,100,-4,-12,-5,CC(C)Cn1c(O)c2ccc(C(=O)N=NC(=O)c3cccnc3)cc2c1O
102,106,-11,16,2,-3,-1,104,7,-6,-5,CCN(CC)CC(C(=O)N(CC)CC)P(=O)(c1ccccc1)c1ccccc1 (configuration not stated)
80,79,3,-30,0,-2,0,104,-21,0,0,CC1Cn2c(nc(=O)c3c2NCN(CCc2ccccc2)C3)S1 (configuration not stated)
99,104,-3,-13,-6,-5,-12,102,-3,8,2,CCOc1ccc(-n2c(-c3ccc(OC)cc3)c[n+]3c2CCCCC3)cc1
?,94,-1,-13,-1,-1,-2,98,7,-1,-1,O=C1CCN(c2ccc([N+](=O)[O-])cc2F)CC1
104,104,-9,-12,1,-1,0,101,-3,-2,-5,Cn1c(SC/C=C/c2ccccc2)nnc1-c1cnccn1
100,102,-11,7,0,-12,1,108,14,-4,-4,Nn1c(Nc2ccccc2)nc2ccccc2c1=O
?,100,·,-33,·,·,·,100,3,·,·,O=C(/C=C/c1cccs1)N1CCC2(CC1)Oc1ccc(Cl)cc1C(=O)C21CC(c2ccccc2)=NO1 (configuration not stated)
100,102,-8,-37,2,0,4,102,-12,-4,-2,CCn1c(=N)n(CC(=O)c2ccc(OC)c(OC)c2)c2ccccc21
·,·,-1,0,-3,-2,-1,·,11,0,-2,COc1ccc(-c2nc(SCC(=O)Nc3nccs3)c(-c3ccc(Cl)cc3)[nH]2)cc1
107,105,-3,-29,6,1,4,107,10,1,3,Cc1cc(C)n2nc(SCc3nnc(-c4ccc(F)cc4)o3)nc2n1
102,105,-5,-20,0,1,0,105,-5,0,0,O=C(/C=C/c1cn(-c2ccccc2)nc1-c1cccnc1)NCCN1CCOCC1
101,105,-17,6,-2,-6,-4,103,6,-9,-11,Cc1cc(=O)[nH]c(Nc2ccc(C(=O)OC(C)C)cc2)n1
91,92,-11,-4,0,-11,0,96,5,-3,-8,COC(=O)c1ccccc1NC(=O)CN(Cc1ccccc1)S(C)(=O)=O
90,96,-2,-13,-2,-4,-1,90,4,2,-6,COC(CNC(=O)c1cc(C(=O)c2c(-c3c(Cl)cccc3Cl)noc2C)c[nH]1)OC
93,93,2,-78,-2,-7,-4,100,-269,-1,-1,Cc1ccc(S(=O)(=O)Nc2ccccc2C=Nc2cccc(C)c2C)cc1
96,98,-7,-15,2,-1,-1,99,17,-4,-3,CN(C)S(=O)(=O)c1ccc(Cl)c(NC(=O)COC(=O)[C@@H]2CCCN2C(=O)c2cccs2)c1
93,99,1,-14,3,1,6,98,-3,4,4,CCCOC(=O)/C(C)=N\NC(=O)c1ccco1
97,86,1,6,0,-1,-1,94,0,0,1,CCCc1c(C)c2ccc(OCC(C)=O)cc2oc1=O
95,97,0,-28,1,3,1,97,1,0,0,O=C(CN(C1CCCCC1)S(=O)(=O)c1ccccc1)N1CCCC1
98,100,-2,-14,0,0,0,100,14,0,-2,O=C(CSc1nnc(Cn2cnc3ccccc32)o1)Nc1cccc2ccccc12
97,96,-1,-21,-5,-3,-2,100,-7,-6,-2,COc1ccc(C(CNC(=O)c2ccc(OCC3CCCO3)cc2)N2CCOCC2)cc1 (configuration not stated)
97,100,-2,-2,-1,0,-2,100,5,-5,-1,CN1CCN(NC(=O)c2cccc(F)c2)CC1
107,102,-5,-18,-4,-7,0,104,-8,-8,3,COCc1ccc(C(=O)N2CCCC(CCC(=O)NCc3ccccc3F)C2)o1 (configuration not stated)
98,100,-1,0,-1,-2,-2,103,4,-1,1,O=C1C2C3C=CC(CC3)C2C(=O)N1/N=C/c1c[nH]c2ccccc12 (configuration not stated)
96,100,-5,-27,-4,-7,0,99,-38,0,-2,NC(=O)NOCc1c(F)cccc1Cl
?,93,·,-66,·,·,·,93,26,·,·,CN(C)/C=C/C1=C([N+](=O)[O-])C(c2cccc([N+](=O)[O-])c2)NC(=O)N1 (configuration not stated)
99,98,-8,4,-3,-7,1,103,24,-5,-3,C=CCc1ccc(OCC(O)CN2CCC(Cc3ccccc3)CC2)c(OC)c1 (configuration not stated)
101,98,4,-7,-1,1,-1,99,24,2,1,CCCCC(=O)OCC(=O)c1[nH]c(C)c(C(C)=O)c1C
?,96,-1,-25,0,-1,0,97,20,-2,-3,CCSc1nnc(NC(=O)[C@H](C)N2C(=O)C3CC=CCC3C2=O)s1 (some centres not stated)
100,101,-1,-15,-1,-5,-2,101,31,-11,-8,O=C(CSc1cccc2cccc(Cl)c12)NCc1cccs1
99,99,-12,-14,-4,-11,-7,101,21,-8,-8,CCN(c1ccccc1)S(=O)(=O)c1ccc(Cl)c(C(=O)OCC(=O)c2[nH]c(C)c(C(C)=O)c2C)c1
116,102,-7,-9,0,0,-1,98,-7,-4,-6,CC1(C)CC(=O)C2=C(C1)Nc1ncnn1C2c1ccccn1 (configuration not stated)
94,88,-1,-13,-1,-4,-3,83,4,-5,-4,O=C(Cc1ccccc1[N+](=O)[O-])NCc1ccc2c(c1)OCO2
97,100,-2,-13,-6,-6,-4,99,4,-3,-5,O=C(N/N=C/c1ccco1)c1cc(-c2ccccc2)n[nH]1
106,104,-14,-23,-5,-10,-4,105,-7,-5,-10,N#CCCNC(=O)Cn1c(COc2ccc(Cl)cc2)nc2ccccc21
101,98,2,-48,1,0,2,105,3,2,1,O=C(OCC(=O)N1CCc2ccccc21)c1cccnc1
100,99,-5,-33,0,-3,0,103,5,0,-3,COc1cccc(C2(O)CCN(CC(=O)NCC3CC3)CC2)c1
101,101,0,-4,-2,-2,-2,99,-2,-6,2,COC(=O)c1cccc(-n2cnnn2)c1
100,102,-13,-7,2,-5,-2,98,-2,-7,-3,COC(=O)C1=C(C)N(c2ccc(S(N)(=O)=O)cc2)C(=O)C1
?,97,·,-14,·,·,·,101,2,·,·,CSc1nc(C)nc(N/C=C(\C#N)S(=O)(=O)c2ccccc2Cl)n1
?,94,·,-9,·,·,·,94,-12,·,·,CCN(Cc1cc2ccccc2[nH]c1=O)C(=O)c1cccc([N+](=O)[O-])c1
?,100,-4,-18,0,-2,-1,101,15,0,0,COc1ccc(-c2csc(NC(=O)c3cc(=O)c4ccccc4o3)n2)cc1OC
99,100,-12,-12,0,-2,1,100,1,-6,-6,COc1ccccc1CNS(=O)(=O)c1ccc2c(c1)oc(=O)n2C

# Compound profiles, from the list above. Screens in order: RGS7-Gao, RGS4-Gao reg, Bfl-1 Bim block, Mcl1-Bid inh, Bim-Bcl-W, Bim-Bcl-XL, Mcl-1 Bim block, RGS8-Gao reg, Mcl1 Noxa PPI, Bim-Bcl-B, Bcl-2 Bim block
# Listed for COC(=O)c1ccccc1NC(=O)CN(Cc1ccccc1)S(C)(=O)=O = 91, 92, -11, -4, 0, -11, 0, 96, 5, -3, -8
# Listed for CN(C)S(=O)(=O)c1ccc(Cl)c(NC(=O)COC(=O)[C@@H]2CCCN2C(=O)c2cccs2)c1 = 96, 98, -7, -15, 2, -1, -1, 99, 17, -4, -3

# Following part
RGS7-Gao,RGS4-Gao reg,Bfl-1 Bim block,Mcl1-Bid inh,Bim-Bcl-W,Bim-Bcl-XL,Mcl-1 Bim block,RGS8-Gao reg,Mcl1 Noxa PPI,Bim-Bcl-B,Bcl-2 Bim block,Structure
104,101,-2,-9,-1,2,16,95,25,0,4,COc1cccc(CNC(=O)C23CN(Cc4ccccc4)CC2C(c2ccc([N+](=O)[O-])cc2)=NO3)c1 (configuration not stated)
98,99,-8,-8,-3,-6,-7,99,2,-8,-6,C=Cn1cc[n+](CC(=O)C(C)(C)C)c1
88,92,-5,-61,0,0,-1,99,-7,-1,0,Cc1ccc(CN2CCN(Cc3c[nH]c4ccccc34)CC2CCO)o1 (configuration not stated)
?,104,·,-37,·,·,·,110,18,·,·,CCCN1CCC(=O)N([C@H](CSc2ccc(C)cc2)Cc2ccccc2)CC1
102,107,-12,-9,0,-6,-3,101,0,-6,-7,Cc1ccc2[nH]c(=O)c(CN(Cc3cccnc3)Cc3nnnn3CCN3CCOCC3)cc2c1
100,96,3,-61,1,0,2,100,11,2,6,O=C(OCC(=O)N1CCN(c2ccccc2)CC1)c1ccccn1
99,96,-18,-18,-4,-9,-6,102,5,-10,-17,COc1ccc(Cl)cc1NC(=O)c1ccoc1C
110,104,-13,-14,0,2,-2,101,-31,-8,-7,COC(=O)CSc1nnc(-c2cccnc2)n1-c1cccc(OC)c1
101,99,-19,5,-4,-13,-6,100,-11,-8,-12,O=C(O)CCC(=O)N1CCN(c2cccc(Cl)c2)CC1
101,101,-9,6,1,-1,0,99,-11,-5,-8,CCOC(=O)c1c(CC(C)C)csc1NC(=O)CCl
95,100,6,4,1,1,-2,102,34,5,0,CC(C)C(=O)NCc1cc(-c2ccc(Cl)cc2)no1

# Results in Bcl-2 Bim block and Mcl1 Noxa PPI (2 entries from above):
SMILES,Bcl-2 Bim block,Mcl1 Noxa PPI
C=Cn1cc[n+](CC(=O)C(C)(C)C)c1,-6,2
Cc1ccc(CN2CCN(Cc3c[nH]c4ccccc34)CC2CCO)o1 (configuration not stated),0,-7
